DUSP3 inh = VHR1 phosphatase inhibitors, primary screen, biochemical, colorimetric, HTS. recombinant VHR phosphatase, colorimetric substrate read-out. inhibition, % at 20 µM. 50,000 compounds, 0.7% hits. AID 1992, 2009; in the data active = inhibition above about 60%; also: some results filed as inactive read as strong as hits
Target sequence (P51452 whole entry, looked up): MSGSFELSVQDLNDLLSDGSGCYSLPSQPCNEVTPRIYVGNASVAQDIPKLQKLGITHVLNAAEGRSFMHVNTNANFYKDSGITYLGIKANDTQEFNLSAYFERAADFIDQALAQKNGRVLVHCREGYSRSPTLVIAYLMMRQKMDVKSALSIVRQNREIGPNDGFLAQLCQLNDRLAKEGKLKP
* marks the source's active call; other numbers are inactive results.

mol | DUSP3 inh
CCOc1cc(C=C2C(=O)N(C)C(=O)N(C)C2=O)ccc1OCCOc1ccc([N+](=O)[O-])cc1 | -2
COc1cccc(-n2c(CCN3C(=O)c4ccccc4C3=O)nc3ccccc3c2=O)c1 | 21
O=C(Nc1ccccc1C(=O)Nc1ccccc1)c1ccc(C(=O)Nc2ccccc2C(=O)Nc2ccccc2)cc1 | -8
O=C(N/C(=C/c1cccs1)C(=O)N1CCCCC1)c1ccccc1 | -4
O=C(COc1ccc(Cl)cc1Br)NNC(=O)c1ccncc1 | -4
Nc1nonc1-c1nc2ccccc2[nH]1 | -14
NS(=O)(=O)c1ccc(CNC(=O)c2ccco2)cc1 | -18
Cc1ccc(C(=O)Nc2ccccc2C(=O)NCc2ccco2)cc1 | -16
O=C1CSC(c2ccccc2)N1CCN1CCCCC1 (centres undefined) | -3
C[N+]1=C2C=CC=CC=C2SC12C([N+](=O)[O-])=CC(=[N+]([O-])[O-])c1cccnc12 (centres undefined) | -2
O=c1oc2ccccc2cc1-c1nc(-c2ccc(Cl)c(Cl)c2)cs1 | -2
CCCCOC(=O)c1ccc(NCCC(=O)c2cccc([N+](=O)[O-])c2)cc1 | 0
COC(=O)C1=C(C)N=c2s/c(=C\c3ccc(O)cc3)c(=O)n2C1c1ccccc1 (centres undefined) | -10
COc1ccc(OCC(=O)Nc2ccc3c(c2)OCCO3)cc1 | 17
COc1ccc(Cl)cc1NCN1C(=O)S/C(=C/c2ccccc2)C1=O | -37
COc1ccc(NS(=O)(=O)c2ccccc2[N+](=O)[O-])cc1Cl | 18
CC1=C(C(=O)Nc2ccc(C)cc2)C(c2cc(Br)ccc2O)NC(=O)N1 (centres undefined) | -71
CCOC(=O)c1sc2nc(C)n(/N=C/c3ccc4c(c3)OCO4)c(=O)c2c1C | -6
Cc1ccccc1CN1CCN(S(C)(=O)=O)CC1 | -14
CSc1ccc(/C=C2/SC(=O)N(CN3CCOCC3)C2=O)cc1 | -28
Cc1ccc(COc2ccc(C=C3C(=O)NC(=O)NC3=O)cc2Br)cc1 | 22
Cc1ccc(NC(=O)c2ccco2)cc1NC(=O)c1ccccc1 | -9
Nc1ncc(Cc2ccc(Cl)c(Cl)c2)s1 | 18
CCC(=O)N/C(N)=N\c1nc(OC)c2cc(C)ccc2n1 | -33
CC1=CC(=O)C=C/C1=N/OC1=C(O/N=C2/C=CC(=O)C=C2C)C(=O)c2ccccc2C1=O | -6
O=C(COc1ccc(Br)cc1)NNC(=O)c1ccccc1 | -1
CCC(Sc1nc(-c2ccccc2)cc(-c2ccccc2)n1)C(=O)Nc1nnc(C)s1 (centres undefined) | -16
CCOc1cc(/C=C2\SC(=S)N(c3cccc(C)c3)C2=O)ccc1O | -38
NC(=O)C1(N2CCCCC2)CCN(C(=S)Nc2ccc(Cl)cc2)CC1 | 21
COC(=O)c1c(N)sc(C(=O)Nc2ccccc2C)c1C | 7
C/C(=N\N=C\c1cccnc1)C1C(=O)c2ccccc2C1=O | -10
COc1ccccc1C(=O)Nc1ncc(S(=O)(=O)c2ccc([N+](=O)[O-])cc2)s1 | -5
O=C(O)c1cc(NC(=O)c2cccc(N3C(=O)c4ccccc4C3=O)c2)cc(C(=O)O)c1 | -15
CCc1cccc(C)c1NS(=O)(=O)c1c(C)cc(C)cc1C | -8
Cc1ccc(S(=O)(=O)Oc2ccc(Nc3ccccc3)cc2)cc1 | 0
Cc1cccc(OCC(=O)Nc2cc([N+](=O)[O-])ccc2Cl)c1 | 5
O=C(c1cc(-c2ccccc2)nc2ccccc12)N1CCCc2ccccc21 | 4
O=C1N=c2ccc(Cl)cc2=C1c1sc(NS(=O)(=O)c2ccccc2)nc1O | 26
CCCc1nc2ccccc2n1CC(O)COc1ccc(I)cc1 (centres undefined) | 12
Cc1cccc(OCC(=O)Nc2ccc(N(C)C)cc2)c1 | -24
CC(C)(C)c1ccc(OCC(O)CN2CCN(c3ccccc3)CC2)cc1 (centres undefined) | 3
C=CCNC(=S)N/N=C/c1ccc(N(C)C)cc1 | -9
COc1ccccc1OCC(=O)Nc1ccc(S(N)(=O)=O)cc1 | -7
Cc1ccc(NC(=O)CC2SC(N)=NC2=O)c([N+](=O)[O-])c1 (centres undefined) | 25
O=C(Nc1ccccc1C(=O)Nc1nccs1)c1ccccc1 | -4
COc1ccccc1/C=C/C(=O)c1c(-c2ccccc2)c2cc(Cl)ccc2[nH]c1=O | 11
CSc1nnc2n(C)c(=O)c3c4c(sc3n12)COC(C)(C)C4 | -24
O=C1CS/C(=N/N=C/c2ccc(-c3ccc(Cl)cc3)o2)N1 | 3
COc1ccc(OC)c(N(CC(=O)NCCc2ccccc2)S(C)(=O)=O)c1 | -7
O=[N+]([O-])c1ccc(N2CCN(CCO)CC2)cc1NCc1ccc(Cl)cc1 | 9
O=C(NCc1ccccn1)C(=O)N/N=C/c1ccc(Cl)cc1 | -17
Cc1cccc(N2C(=O)c3cccc([N+](=O)[O-])c3C2=O)n1 | 14
Clc1cccc(OCCCCN2CCCC2)c1 | -16
COc1ccc(OC(C)C(=O)NCCc2nc3ccccc3[nH]2)cc1 (centres undefined) | -9
COc1ccc(NC(=O)CN2C(=O)/C(=C/c3cccc(Br)c3)SC2=S)cc1 | -9
O=C(O)Cc1ccc(C(F)(F)F)cc1[N+](=O)[O-] | -6
O=C(Nc1ccc(-c2nc3ccccc3s2)cc1)c1ccc(Cl)c([N+](=O)[O-])c1 | 15
COCC(C)(C)NS(=O)(=O)c1ccccc1 | -2
Cc1cccc(/C=N/NC(=O)c2cncc(Br)c2)c1O | -4
O=C1NC(=O)C(=Cc2ccc(OC(=O)c3cccc([N+](=O)[O-])c3)cc2)C(=O)N1 | -3

Next part; it opens with the 5 that closed the last part.
mol | DUSP3 inh
O=C(O)Cc1ccc(C(F)(F)F)cc1[N+](=O)[O-] | -6
O=C(Nc1ccc(-c2nc3ccccc3s2)cc1)c1ccc(Cl)c([N+](=O)[O-])c1 | 15
COCC(C)(C)NS(=O)(=O)c1ccccc1 | -2
Cc1cccc(/C=N/NC(=O)c2cncc(Br)c2)c1O | -4
O=C1NC(=O)C(=Cc2ccc(OC(=O)c3cccc([N+](=O)[O-])c3)cc2)C(=O)N1 | -3
O=C1CC(c2ccccc2)CN1C(=O)C12CC3CC(CC(C3)C1)C2 (centres undefined) | -1
Cc1c(C(=O)Nc2ccc(I)cc2Cl)cccc1[N+](=O)[O-] | 5
Cc1ccc2nsnc2c1NC(=O)c1cc([N+](=O)[O-])ccc1Cl | 1
CC(C)OC(=O)c1c(-c2ccc(Cl)cc2Cl)csc1NC(=O)C1C2CCC(C2)C1C(=O)O (centres undefined) | -13
O=C(c1ccc(Cl)c(Cl)c1)N1CCN(c2ccc([N+](=O)[O-])cc2Cl)CC1 | 49
Cc1onc(-c2ccccc2)c1C(=O)NCCCN1CCN(CCCNC(=O)c2c(-c3ccccc3)noc2C)CC1 | 78
N/C(=N\OC(=O)c1ccco1)c1ccc(Cl)cc1 | -6
Cc1ccc([N+](=O)[O-])cc1NC(=O)C(C)Oc1ccccc1 (centres undefined) | -20
COc1cc(Br)c(CCNC(=O)c2ccc(Cl)cc2)cc1OC | -24
c1ccc2nc(NCc3ccncc3)ccc2c1 | -19
Cc1nc2ccc(Cl)cn2c1C(=O)NN=C1CCCCC1 | -5
Cc1cc(OCC(=O)OCc2ccccc2)c2c3c(c(=O)oc2c1)CCCC3 | -9
C=COCCNC(=O)C(=O)Nc1ccc(C)cc1C | 1
O=[N+]([O-])c1cc(F)c(N2CCOCC2)cc1N1CCCCC1 | 3
COc1ccc(Br)cc1CNC(Cc1ccccc1)c1ccccc1 (centres undefined) | -12
Cc1ccc(S(=O)(=O)N2CCN(C3CCCCCC3)CC2)cc1 | 2
Cc1cccc(NC(=O)c2c(NC(=O)C(C)(C)C)sc3c2CCCC3)c1 | 88*
C=CCn1c(Cc2ccccc2)nnc1SCC(O)Cn1c2ccccc2c2ccccc21 (centres undefined) | -24
CCN(CC)C(NC(=O)C(C)(C)C)C(Cl)(Cl)Cl (centres undefined) | -6
CC(C)COC(=O)c1ccc(NC(=O)c2ccc(Cl)c(Cl)c2)cc1 | 72
COc1cccc(C2Nc3ccc(C(=O)c4ccccc4)cc3NC3=C2C(=O)CCC3)c1 (centres undefined) | -6
O=C(c1ccccc1)N1CCN(C2CCC(c3ccccc3)CC2)CC1 (centres undefined) | 19
O=C1c2cc(S(=O)(=O)N(CCO)CCO)ccc2-c2ccc(S(=O)(=O)N(CCO)CCO)cc21 | -26
NC(=O)c1ccccc1NC(=O)Nc1ccc(Cl)cc1 | 12
CCn1c2ccccc2c2cc(CN3CCN(Cc4cc(OC)c(OC)cc4OC)CC3)ccc21 | 12
CN1CCN(c2ccc([N+](=O)[O-])cc2/C=N/NC(=O)CCc2ccccc2O)CC1 | 18
CC1=NN(c2cccc(Cl)c2)C(=O)/C1=C\c1c(C)[nH]n(-c2ccccc2)c1=O | -30
N#C/C(=C/c1ccc(-c2ccccc2C(=O)O)o1)C(=O)Nc1ccc2ccccc2c1 | 60
Cc1cc(/C=N\NC(=O)c2ccco2)c(C)n1-c1cccc(Cl)c1 | 8
Cc1ccc(Nc2nnc(-c3ccc(C(=O)NCCO)cc3)c3ccccc23)c(C)c1 | 9
O=C(COc1ccccc1)Nc1ccc(Cl)cc1[N+](=O)[O-] | 0
COc1ccc(CSc2nc3ccc(Br)cc3c(=O)n2-c2ccccc2)cc1 | 0
COc1ccc(C2/C(=C(\O)c3ccc(F)cc3)C(=O)C(=O)N2c2ccccn2)cc1OC (centres undefined) | -1
O=C1C(=O)N(CC2CCCO2)C(c2ccccc2F)/C1=C(/O)c1ccccc1 (centres undefined) | 75
C/C(=N\N1CCN(c2ccccc2)CC1)c1ccccc1O | -12
Cc1ccccc1-c1nc(Cc2ccccc2)no1 | 0
CCOc1ccc(C2(Cc3ccccc3)C(=O)c3ccccc3C2=O)cc1 | 21
COc1ccc([N+](=O)[O-])cc1C1NN=C(c2ccccc2)S1 (centres undefined) | -20
O=C(CSc1nc2ccccc2c(=O)n1-c1ccccc1)Nc1ccccc1Cl | 0
COc1ccc(CN2CCN(Cc3cccc([N+](=O)[O-])c3)CC2)c2ccccc12 | -2
Cc1cc(Cl)c(OCCN2CCCCC2)c(Cl)c1 | 4
Cc1ccc(-c2nc3ncccc3o2)cc1NC(=O)/C=C/c1ccco1 | 26
COc1cccc(OCCCCOc2ncnc3ccccc23)c1 | -16
C/C(=N\OCC(=O)N/N=C/c1cc(Cl)cc(Cl)c1O)c1cccs1 | 9
Cc1ccc(C)c(N(CC(=O)O)S(=O)(=O)c2ccccc2)c1 | -6
O=C(CC1Sc2ccccc2NC1=O)Nc1cccc(Cl)c1 (centres undefined) | 0
COc1ccc2oc(-c3cccc(Br)c3)cc(=O)c2c1 | -14
Cc1ccc2nsnc2c1NC(=O)c1cccc(Cl)c1 | -10
CCCCCCCCS(=O)c1sc2nc3c(cc2c1N)CCCC3 (centres undefined) | 13
COc1ccc(C(=O)Nc2nc(C)cs2)cc1 | 1
Cc1cc(C)c2nc3s/c(=C/c4cc([N+](=O)[O-])ccc4Cl)c(=O)n3c2c1 | 13
Nc1ccc(O)c(-c2nc3cc(N)ccc3s2)c1 | 22
CCNC(=S)N(CCc1ccccc1)C1CC(=O)N(c2ccc(F)cc2)C1=O (centres undefined) | 42
Fc1ccccc1-n1nnnc1SCc1cc2c(cc1Cl)OCO2 | 114*
O=C(O)/C=C/C(=O)NNc1ccccc1[N+](=O)[O-] | -13
NS(=O)(=O)c1cccc(NC(=O)COc2ccccc2[N+](=O)[O-])c1 | -4
Cc1ccccc1OCC(=O)O/N=C(\N)Cc1ccc(Cl)cc1Cl | -2
CCC(C(=O)Nc1cccc(C)c1)c1ccccc1 (centres undefined) | -10
O=C(COc1ccc(Cl)cc1Cl)N1CCN(c2cccc(Cl)c2)CC1 | 5
COC(=O)c1c(-c2ccc(Cl)cc2)csc1NC(=O)CCCC(=O)O | 5

An excerpt of these results, with each value named.
SMILES: COc1ccc2oc(-c3cccc(Br)c3)cc(=O)c2c1
  DUSP3 inh = -14

SMILES: CCC(C(=O)Nc1cccc(C)c1)c1ccccc1 (centres undefined)
  DUSP3 inh = -10

SMILES: O=C(O)/C=C/C(=O)NNc1ccccc1[N+](=O)[O-]
  DUSP3 inh = -13

SMILES: COc1cccc(OCCCCOc2ncnc3ccccc23)c1
  DUSP3 inh = -16

The listing continues.
mol | DUSP3 inh
CC(C)COc1ccc(C(=O)NC(C)C2COc3ccccc3O2)cc1 (centres undefined) | -2
O=C(Nc1ccccc1Cl)N1CCN(Cc2ccc3c(c2)OCO3)CC1 | 5
O=[N+]([O-])c1ccc(C(O)CN2CCN(C/C=C/c3ccccc3)CC2)cc1 (centres undefined) | 2
CCN(CC)S(=O)(=O)c1ccc(NS(=O)(=O)c2ccc(NC(C)=O)cc2)cc1 | -1
CC(C)OC(=O)N1CCN(/C(N)=N/[N+](=O)[O-])CC1 | -3
COc1ccc(/C=C2\SC(N3CCC(C)CC3)=NC2=O)c(OC)c1 | 7
Cc1cc(-c2ccc(/C=c3\sc4nc5ccccc5n4c3=O)o2)c(C)c([N+](=O)[O-])c1 | -20
CCCCOc1ccc(C(=O)Nc2cccc(OC)c2)cc1 | 63
CCOC(=O)CSc1nc2ccc(N)cc2s1 | 15
COc1cc(/C=C2\C(=O)NC(=S)N(c3ccccc3)C2=O)c([N+](=O)[O-])cc1OC | 21
COC(=O)c1sc2nccc(N(C)C)c2c1N | -11
COc1ccc(/C=C2\C(=O)N(c3ccc(S(N)(=O)=O)cc3)N=C2C)cc1Br | 16
COc1ccc(/C=C(/NC(=O)c2ccccc2Br)C(=O)NC(Cc2ccccc2)C(=O)O)c(OC)c1 (centres undefined) | -14
O=C(O)CN1C(c2ccccc2O)Nc2ccc(Br)cc2C1c1ccccc1 (centres undefined) | -12

Assay outcomes from PubChem.

Some of the compounds tested; rates above refer to the full screens.
